Screens as filed in PubChem BioAssay.
PGK inhibitor: T. brucei PGK inhibition; P07378; AID 602233; Potency, µM (titrated, usually from 57.5 µM), without a hit: at the top dose activity change, negative = inhibition, hits mostly inhibitors; PGK/GAPDH coupled, Kinase-Glo luminescence, 60 min; 380,000 compounds, 0.043% hits; also: potency is read from the fitted curve at half-maximal effect; % is scaled to controls: 0 for no effect and ±100 for the full control effect; nearly all actives have a fitted effect of over 60% in size
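Recombinant glycosomal PGK reaction used 1,3-bisphosphoglycerate generated in-well by GAPDH (100nM final) in 100mM TEA pH 7.6, 5mM MgCl2, 0.01% Tween-20. After 60 minutes at room temperature, ATP was read by Kinase-Glo Plus luminescence end-point.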
POLB inh: blocks human DNA polymerase beta activity; Potency, µM (highest dose often 114 µM), without a hit: at the highest dose activity change, negative = inhibition, most hits filed as inhibitors; P06746; Pol beta primer extension/strand displacement, fluorescence kinetic; 340,000 compounds, 1.3% hits; also: potency is read from the fitted curve at half-maximal effect; % is scaled to controls: 0 for no effect and ±100 for the full control effect
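Curves were derived by four-parameter Hill fits of normalized qHTS data. The kinetic fluorescent primer-extension read was taken at 0 and 10 min after 50 nM substrate, following a 15 min room-temperature preincubation of 10 nM enzyme with compounds.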
BLM inh: Bloom syndrome helicase (human) inhibition; P54132; Potency, µM (top dose mostly 56.1 µM), for the others: at the highest dose activity change, negative = inhibition, actives largely listed as inhibitors; recombinant BLM DNA unwinding, fluorescence dequenching; 350,000 compounds, 0.2% hits;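 also: potency is read from the fitted curve at half-maximal effect; plate controls were vehicle for no effect and no enzyme for full effect; nearly all actives have a fitted effect of over 35% in size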
APEX1 inh: inhibitors of human APE1 endonuclease; P27695; 350,000 compounds, 0.35% hits; recombinant APE1, TAMRA/BHQ-2 abasic DNA cleavage fluorescence; Potency, µM (series often up to 65.8 µM), inactives show top-dose activity change, negative = inhibition, most hits filed as inhibitors; AID 2517;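 also: potency is read from the fitted curve at half-maximal effect; plate controls were vehicle for no effect and reference inhibitor for full effect; nearly all actives have a fitted effect of over 55% in size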
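Incision of a quenched TAMRA/BHQ-2 THF abasic-site duplex (50 nM) by 0.75 nM APE1, after 15 min compound preincubation, measured as fluorescence increase over three 60 s reads. Values normalized to buffer, DMSO and NSC13755 control wells.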
Anesthetic bind: binds horse apoferritin like a general anesthetic. AID 485281. Potency, µM (titrated, usually from 77.5 µM), inactives show at the highest dose activity change, negative = displacement, actives largely listed as inhibitors. apoferritin/1-aminoanthracene competitive binding, fluorescence. 350,000 compounds, 0.074% hits. P02791; also: potency is read from the fitted curve at half-maximal effect; % is scaled to controls: 0 for no effect and ±100 for the full control effect; nearly all actives have a fitted effect of over 20% in size
Target sequence (P02791 2-175 limits assumed): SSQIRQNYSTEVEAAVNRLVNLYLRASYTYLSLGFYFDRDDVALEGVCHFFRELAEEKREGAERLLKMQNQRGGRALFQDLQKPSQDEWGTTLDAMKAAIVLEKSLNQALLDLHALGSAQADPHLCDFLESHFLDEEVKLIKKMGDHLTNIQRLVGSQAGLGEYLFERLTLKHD
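Read-out: endpoint 1-AMA fluorescence, excitation 380 nm and emission 535 nm, after compounds sit 10 min at room temperature with 10 uM horse-spleen apoferritin in 50% saturated 1-AMA/PBS. Values come from four-parameter Hill fits.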
Pol kappa inh: blocks human DNA polymerase kappa activity | Q9UBT6 | purified Pol kappa, fluorescent DNA synthesis assay, 10 min | Potency, µM (doses to about 107 µM), for inactives: at the highest dose activity, negative = inhibition, usual class: inhibitors | 400,000 compounds, 0.53% hits | AID 588579; also: potency is read from the fitted curve at half-maximal effect; % is scaled to controls: 0 for no effect and ±100 for the full control effect
Target sequence (Q9UBT6 whole entry, looked up): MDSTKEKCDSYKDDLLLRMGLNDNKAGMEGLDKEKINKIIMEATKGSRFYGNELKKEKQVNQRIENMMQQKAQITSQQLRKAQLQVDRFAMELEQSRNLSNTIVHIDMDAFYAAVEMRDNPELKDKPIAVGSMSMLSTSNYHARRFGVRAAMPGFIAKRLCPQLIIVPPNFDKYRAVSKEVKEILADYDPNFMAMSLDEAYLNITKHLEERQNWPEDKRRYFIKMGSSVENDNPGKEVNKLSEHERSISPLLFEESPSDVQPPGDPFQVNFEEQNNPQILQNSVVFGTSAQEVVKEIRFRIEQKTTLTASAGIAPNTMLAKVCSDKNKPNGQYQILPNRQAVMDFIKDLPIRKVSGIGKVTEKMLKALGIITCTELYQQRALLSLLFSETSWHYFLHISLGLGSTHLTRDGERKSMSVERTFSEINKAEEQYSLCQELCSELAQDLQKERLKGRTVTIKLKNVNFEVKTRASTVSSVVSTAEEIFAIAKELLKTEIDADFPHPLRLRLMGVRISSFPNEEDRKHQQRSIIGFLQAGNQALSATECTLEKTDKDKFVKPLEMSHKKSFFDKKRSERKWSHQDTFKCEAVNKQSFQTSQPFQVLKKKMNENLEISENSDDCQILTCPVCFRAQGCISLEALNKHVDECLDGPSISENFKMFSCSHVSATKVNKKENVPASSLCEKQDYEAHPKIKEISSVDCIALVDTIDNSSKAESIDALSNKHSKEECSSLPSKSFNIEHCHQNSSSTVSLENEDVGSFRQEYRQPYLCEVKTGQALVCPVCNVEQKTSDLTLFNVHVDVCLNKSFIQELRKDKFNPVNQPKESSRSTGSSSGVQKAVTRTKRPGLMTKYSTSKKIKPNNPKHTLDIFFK
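Pol kappa 10 nM + cpd, 15 min RT; start w/ substrate 50 nM final; fluorescence kinetic read, 0 and 10 min. Neg ctrl: buffer, no enzyme.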
Pol iota inh: inhibitors of human DNA polymerase iota; Q9UNA4; Pol iota fluorescent replication assay, 10 min; Potency, µM (highest dose often 115 µM), for the others: at the highest dose activity, negative = inhibition, most hits filed as inhibitors; 390,000 compounds, 1% hits; also: potency is read from the fitted curve at half-maximal effect
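Pol iota at 10 nM preincubated 15 min with compounds at room temperature; reaction started with fluorescent substrate, 50 nM final. Fluorescence read kinetically at 0 and 10 min; buffer-only wells as negative control.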
POLH inh: blocks human DNA polymerase eta activity | Q9Y253 | recombinant Pol eta, fluorescent DNA replication assay | Potency, µM (titrated, usually from 114 µM), for inactives: top-dose activity change, negative = inhibition, actives largely listed as inhibitors | 390,000 compounds, 1.2% hits; also: potency is read from the fitted curve at half-maximal effect; % is scaled to controls: 0 for no effect and ±100 for the full control effect
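Pol eta at 10 nM preincubated with compounds 15 min at room temperature; reaction started with fluorescent substrate (50 nM final) and read kinetically at 0 and 10 min.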
RXFP1 antagonist: antagonists of human relaxin receptor RXFP1; HEK293-RXFP1, relaxin-stimulated cAMP HTRF, 30 min; hits give low values; activity change, negative = inhibition, % at 57.5 µM; 350,000 compounds, 0.59% hits;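 active = activity change of -60% or lower, but not beyond a set lower limit; inconclusive = change between -60% and -40%, or beyond the set limit; inactive = change above -40%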; also: % is scaled to controls: 0 for no effect and ±100 for the full control effect
* marks the source's active call; other numbers are inactive results; i = inactive; ? = inconclusive; · = no result given; [ ] = remark or other dose. Unless noted, calls follow the shape of the dose curve; as a rule, active = well fitted curve in the direction sought with a large enough effect; inconclusive = small, poorly fitted or top-dose-only effect, or another doubt; inactive = no such curve, though single readings can be large; an effect the other way counts as inactive or inconclusive. The list is partial, so the mix of outcomes need not match the whole.

SMILES	PGK inhibitor	POLB inh	BLM inh	APEX1 inh	Anesthetic bind	Pol kappa inh	Pol iota inh	POLH inh	RXFP1 antagonist
COc1ccc(C(=O)N2CCC(c3nc(-c4ccc(S(=O)(=O)N5CCCC5)cc4)no3)CC2)cc1	-5%	9%	-3%	·	-10%	-14%	30%	-27%	-4
CC(C)CN(C(=O)c1ccc2c(c1)OCO2)C1CCS(=O)(=O)C1 (stereo not given)	1%	·	·	31%	·	10%	-6%	-19%	1
O=C(CSc1nc2nccnc2c(=O)n1CCc1c[nH]c2ccccc12)Nc1ccccc1	4%	5%	1%	·	41%[activator]	-11%	7%	-8%	10
CCOCCCNC(=O)C(c1ccc(C)cc1)N(Cc1ccc2c(c1)OCO2)C(=O)c1cnccn1 (stereo not given)	i	0%	-1%	1%	-13%	-5%	5%	7%	1
Cc1ccccc1Oc1nc2c(C)cccn2c(=O)c1/C=C(\C#N)C(=O)NC1CCS(=O)(=O)C1 (stereo not given)	-5%	19%	-12%	20%	-9%	3%	140%[activator]	-7%	-39
CCOC(=O)C(CC)Sc1nnc2n1C(C)(C)Cc1ccccc1-2 (stereo not given)	-12%	2%	-1%	3%	-11%	-5%	33%[activator]	4%	-10
CC(C)C(OC(=O)c1ccco1)C(=O)NCc1cccs1 (stereo not given)	-6%	25%	-5%	2%	-10%	-2%	27%	-12%	1
N#Cc1c(-c2ccc(Cl)cc2)c2c([nH]c1=O)-c1ccccc1OC2	-4%	1%	-2%	-3%	66%[activator]	0%	-21%[58.9 µM]	-7%	-2
O=c1[nH]c2ccc(NCc3ccc(OCc4ccccc4Cl)cc3)cc2[nH]1	-2%	4%	-2%	-8%	6%	-20%	5%	-15%	-11
O=c1c(Cc2ccc(F)cc2)c(O)ccn1CCCn1ccnc1	-2%	17%	1%	6%	-4%	-3%	6%	-10%	1

Exported field by field: entries from further up
Molecule: Cc1ccccc1Oc1nc2c(C)cccn2c(=O)c1/C=C(\C#N)C(=O)NC1CCS(=O)(=O)C1 (stereo not given)
  PGK inhibitor: -5% | POLB inh: 19% | BLM inh: -12% | APEX1 inh: 20% | Anesthetic bind: -9% | Pol kappa inh: 3% | Pol iota inh: 140%[activator] | POLH inh: -7% | RXFP1 antagonist: -39
Molecule: CC(C)CN(C(=O)c1ccc2c(c1)OCO2)C1CCS(=O)(=O)C1 (stereo not given)
  PGK inhibitor: 1% | POLB inh: · | BLM inh: · | APEX1 inh: 31% | Anesthetic bind: · | Pol kappa inh: 10% | Pol iota inh: -6% | POLH inh: -19% | RXFP1 antagonist: 1
Molecule: N#Cc1c(-c2ccc(Cl)cc2)c2c([nH]c1=O)-c1ccccc1OC2
  PGK inhibitor: -4% | POLB inh: 1% | BLM inh: -2% | APEX1 inh: -3% | Anesthetic bind: 66%[activator] | Pol kappa inh: 0% | Pol iota inh: -21%[58.9 µM] | POLH inh: -7% | RXFP1 antagonist: -2

Next section
SMILES	PGK inhibitor	POLB inh	BLM inh	APEX1 inh	Anesthetic bind	Pol kappa inh	Pol iota inh	POLH inh	RXFP1 antagonist
COc1ccc2nc(NC(=O)CNS(=O)(=O)c3cccs3)sc2c1	-5%[11.5 µM]	-8%	-2%	-3%	-10%	-4%	7%	0%	-1
CCOc1ccccc1NC(=O)c1nnn(-c2ccc3c(c2)OCCO3)c1N	i	9%	-5%	42%	5%	4%	-4%	-19%	-7
O=C(CCCN1C(=O)/C(=C/c2ccc(F)cc2)SC1=S)NCCCn1ccnc1	-8%	?	5%	-5%	-24%	-8%	9%	-12%	-5
COc1ccc(C(=O)N2CCCC(CO)(Cc3ccccc3C)C2)o1 (stereo not given)	i	0%	0%	45%[activator]	-17%	-22%	7%	-10%	-14
CCOc1ccc(/C=N/NC(=O)C(OC)c2ccccc2)cc1 (stereo not given)	-9%	11%	-4%	-1%	-10%	-6%	17%	-16%	2
COc1ccc(-c2csc(NC(CO)c3nc4ccccc4n3CCOCCO)n2)cc1 (stereo not given)	8%	·	·	·	·	2%	14%	-14%	·
CC(=O)N(CN1C(=O)C2C3C=CC(C3)C2C1=O)c1cccc(Cl)c1 (stereo not given)	i	22%	1%	1%	-4%	-6%	17%	-3%	8
CSc1ncccc1C(=O)Nc1ccccc1N1CCOCC1	i	·	·	1%	·	-9%	9%	-2%	2
CCn1cc2nc(SCc3cccc(C)c3)n(CCc3ccccc3)c(=O)c2n1	-1%	-24%	-12%	·	43%[activator]	-16%	-7%	-16%	·
COc1ccc(OC)c2c1C(=O)c1ccccc1C2=O	-7%	30%	1%	?	50%[activator]	-21%	?	-13%	1
Cc1ccc2nc(NC(=O)Cn3cc4c(n3)CCCCC4)sc2c1	-2%	0%	-1%	-9%	-10%	-9%	?	-13%	·
O=C(CN1C(=O)NC2(CCCC2)C1=O)N1CCN(S(=O)(=O)c2ccccc2Br)CC1	i	-13%	1%	6%	-3%	-11%	5%	-15%	5
CC(=O)Nc1ccc(C(=O)OCc2ccc(F)cc2Cl)cc1	-3%	?	-8%	-4%	30%	1%	20%	0%	8
O=c1[nH]c(C(F)(F)C(F)(F)C(F)(F)F)no1	-5%	·	·	·	·	-15%	21%	-12%	-7
COc1ccccc1CCc1nnc(CCC(=O)NC(C)Cn2nc(C)cc2C)o1 (stereo not given)	-1%	-27%	-2%	-4%	-11%	-3%	9%	-10%	-10
O=C(Cn1cnc2ccccc21)N/N=C/c1cccnc1	1%	-10%	-4%	-1%	-8%	-7%	8%	7%	10
CCOc1ccccc1NC(=O)COn1nnc2ccc(Cl)cc21	-1%	5%	-2%	23%	-23%	1%	-8%	-13%	-5
O=C(NCC1CCCO1)C1CCC(=O)N1CCc1ccccc1 (stereo not given)	6%	24%	-2%	1%	-5%	-1%	19%	-11%	3
Cc1cccc(/C(N)=N/OC(=O)c2cccnc2)c1	-7%	3%	-1%	-2%	-13%	-1%[60.1 µM]	15%	-6%	1
CC(C)(C)N1NC2(CCCCC2)NC1=S	1%	9%	0%	10%	-2%	4%	27%	-1%	-1
COCOc1ccc(-c2cc(=O)c3c(OCOC)cc(OCOC)cc3o2)cc1	10%	·	·	·	·	6%	28%	-24%	·
C/C(=N\NC(=O)c1c(C)nc2ccccn12)c1ccc(C(C)(C)C)cc1	-7%	0%	-1%	76%[activator]	-1%	2%	17%	-7%	-14
Cc1ccc(NC(=O)N(CCCN2CCOCC2)Cc2cccs2)cc1C	-4%	19%	8%	-4%	?	-17%	-10%	-8%	·
O=C(COc1ccc(Cl)cc1)N1CCN(C(=O)c2cccc(F)c2)CC1	2%	23%	1%	0%	10%	0%	3%	-13%	-8
C/C(CC(=O)Nc1cccc(C(F)(F)F)c1)=N\NC(=O)Cc1ccccc1	0%	-29%	-7%	-5%	-21%	-12%	106%[activator]	?	-10
COC(=O)C1(CCSC)NC(c2ccccc2F)C2C(=O)N(c3ccc4c(c3)OCCO4)C(=O)C21 (stereo not given)	-1%	-7%	-6%	1%	0%	-13%	-7%	0%	4
Cc1cccc(COc2ccc(-c3cc(C(F)(F)F)n4nc(C)cc4n3)cc2)c1	8%	37%[activator]	-2%	·	90%[activator]	-4%	11%	-16%	·
CCOC(=O)N(NC(=O)C(O)(C(C)C)C(C)C)c1ccccc1	i	-12%	-6%	2%	-5%	-23%	-15%	-8%	5
COc1ccc(Cl)cc1NCCC(O)c1ccc(F)cc1 (stereo not given)	·	0%	-8%	13%	?	-16%	-23%	-9%	10
Cc1cc(C(=O)Nc2ccccc2)oc1C	-6%	2%	0%	0%	-16%	-2%	-1%	3%	-7
O=S(=O)(Nc1ccccc1N1CCOCC1)c1c(F)cc(F)cc1Br	-1%	·	·	10%	·	-6%	14%	-3%	6
O=C(CNC(=O)C1CCCCC1)NNC(=O)c1ccc(Cl)cc1Cl	1%	59%	-2%	-1%	?	-10%	35%[activator]	-11%	-13
CCCN(CCO)Cc1ccc(Cl)c(Cl)c1	1%	-3%	1%	1%	-3%	-3%	1%[58.9 µM]	-7%	-7
N/C(=N\OS(=O)(=O)c1ccccc1)c1ccncc1	-4%	22%	0%	-3%	-7%	2%	20µM*	-5%	14
O=C(Nc1ccc([N+](=O)[O-])cc1)C1COc2ccccc2O1 (stereo not given)	10%	-1%	1%	7%	-21%	8%	89%[activator]	7%	-16
COc1ccc2[nH]c3c(N4CC(C)OC(C)C4)ncnc3c2c1 (stereo not given)	-2%	-11%	-5%	4%	-12%	-6%	14%	-12%	-4
CCCNC(=O)c1ccc(N2CCC3(CC2)CC(c2ccccc2)=NO3)c(N)c1	-11%	15%	-7%	-4%	-12%	-6%	?	-14%	·
Cn1cc(CN2CCCC(C(=O)c3ccc(-c4ccccc4)c(F)c3)C2)cn1 (stereo not given)	6%	14%	4%	0%	-21%	-2%	48%[activator]	-25%	?
Cc1ccc(S(=O)(=O)n2c(CN3CCCC(C)C3)nc3ccccc32)cc1 (stereo not given)	-9%	1%	-5%	-3%	-12%	-17%	42%[activator]	-12%	-24
N#CC1=C(N)SC2(CCCCC2)SC1c1ccccc1 (stereo not given)	-4%	1%	1%	-3%	?	-6%	5%	-20%	-12
COC(=O)c1cc(S(=O)(=O)N2CCOCC2)c(Cl)cc1N1CCOCC1	-4%	4%	-1%	3%	-5%	2%	18%	-6%	-4
Cc1cccc(NC(=O)CSc2cn(CC(=O)N3CCC(C)CC3)c3ccccc23)c1C	-3%	9%	-2%	·	-10%	0%	-17%	4%	-8
Nc1nnc(SCC(=O)N2CCN(c3cccc(Cl)c3)CC2)n1-c1ccccc1	-1%	·	·	·	·	-16%	-7%	-8%	2
COc1ccccc1N1CCN(C(=O)CCNC(=O)c2ccco2)CC1	2%	·	·	6%	·	2%	3%	-7%	-2
CS(=O)(=O)N(Cc1ccc(C(=O)NN=C2CCCC2)cc1)c1ccccc1	i	11%	-4%	10%	-5%	-5%	18%	-7%	3
CCOc1ccc(CCNC(=O)COC(=O)c2nccnc2N)cc1OCC	8%	·	·	-10%	·	6%	42%[activator]	-13%	-8
